# IMPase Li inh: cell-permeable IMPase inhibitors with lithium potentiation; CHO-M1 cells, IP1 TR-FRET (IP-One), carbachol + lithium; Potency, µM (doses to about 59.4 µM), for the others: at the top dose activity, negative = IMPase inhibition, usual class: inhibitors; 0.35% of 210,000 active; AID 1457;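 note: IP1 builds up when IMPase is blocked and the TR-FRET signal falls; potency is the fitted concentration of half-maximal effect; plate controls were basal vehicle for no effect and high inhibitor control for full effect; nearly all actives have a fitted effect of over 50% in size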
#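 IP1 accumulation measured by competitive TR-FRET in lysed CHO-M1 cells after 30 min compound exposure at 37C, with a small lithium addition to potentiate weak responses. Hill-equation AC50 from ratio and donor-channel data.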
# NPSR antag: blocks cAMP signaling of the human neuropeptide S receptor | CHO-NPSR cells, cAMP TR-FRET, antagonist mode | Potency, µM (titrated, usually from 38.3 µM), inactives show at the highest dose activity change, negative = inhibition, actives largely listed as inhibitors | 1% of 220,000 active; note: potency is the fitted concentration of half-maximal effect; % is set by controls: 0 for no effect and ±100 for the full control effect; nearly all actives have a fitted effect of over 50% in size; many of its hits are not listed in these tables
# Target sequence (Q6W5P4 whole entry, looked up): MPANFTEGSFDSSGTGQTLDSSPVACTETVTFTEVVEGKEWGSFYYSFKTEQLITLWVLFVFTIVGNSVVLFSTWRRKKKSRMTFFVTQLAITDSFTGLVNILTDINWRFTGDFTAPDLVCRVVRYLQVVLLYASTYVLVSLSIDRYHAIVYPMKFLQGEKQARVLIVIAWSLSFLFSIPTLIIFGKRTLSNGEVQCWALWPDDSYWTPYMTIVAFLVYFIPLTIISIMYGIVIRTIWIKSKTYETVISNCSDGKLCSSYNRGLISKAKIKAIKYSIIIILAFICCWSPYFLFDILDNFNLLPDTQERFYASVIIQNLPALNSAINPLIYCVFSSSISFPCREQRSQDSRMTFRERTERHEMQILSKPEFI
# GLA spleen mod: inhibitors or activators of human alpha-galactosidase in spleen homogenate | human spleen homogenate, 4MU-alpha-Gal fluorescence, 40 min | Potency, µM (top dose mostly 80 µM), without a hit: top-dose activity change, negative = inhibition, usual class: inhibitors | 0.008% of 240,000 active | AID 2107;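 note: potency is the fitted concentration of half-maximal effect; 0% = enzyme with vehicle and -100% = no enzyme basal signal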
#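 Human spleen homogenate (1 ug) as enzyme source, 4-methylumbelliferyl-alpha-D-galactopyranoside 1 mM final, citrate/phosphate pH 5.0 with 0.01% Tween-20. Compounds 40 min at 37C, NaOH/glycine stop; fluorescence Ex 365/Em 440, Hill-fit AC50.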
# KinaseGlo FLuc: Kinase-Glo luciferase inhibition (counter-screen); Potency, µM (top dose mostly 38.3 µM), for the others: at the highest dose activity change, negative = inhibition, most hits filed as inhibitors; Q27757; AID 1379; 0.28% of 200,000 active; Kinase-Glo luciferase, ATP luminescence, 8 min; note: potency is the fitted concentration of half-maximal effect; % is set by controls: 0 for no effect and ±100 for the full control effect; nearly all actives have a fitted effect of over 60% in size
#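 Inhibition of Kinase-Glo luciferase light generation was assessed at 10 uM ATP in pH 7.2 imidazole buffer, with luminescence measured after eight minutes at ambient temperature.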
# CBFb RUNX1 block: inhibitors of human CBF-beta and RUNX1 interaction; Q01196+Q13951; AlphaScreen CBFb-His/RUNX1-biotin binding, biochemical; 230,000 tested, under 10 active; AID 1477; Potency, µM (top dose mostly 59.8 µM), for inactives: at the top dose activity, negative = inhibition, most hits filed as inhibitors; note: % of control where 0% means no effect
# Target sequence (Q01196 whole entry, looked up): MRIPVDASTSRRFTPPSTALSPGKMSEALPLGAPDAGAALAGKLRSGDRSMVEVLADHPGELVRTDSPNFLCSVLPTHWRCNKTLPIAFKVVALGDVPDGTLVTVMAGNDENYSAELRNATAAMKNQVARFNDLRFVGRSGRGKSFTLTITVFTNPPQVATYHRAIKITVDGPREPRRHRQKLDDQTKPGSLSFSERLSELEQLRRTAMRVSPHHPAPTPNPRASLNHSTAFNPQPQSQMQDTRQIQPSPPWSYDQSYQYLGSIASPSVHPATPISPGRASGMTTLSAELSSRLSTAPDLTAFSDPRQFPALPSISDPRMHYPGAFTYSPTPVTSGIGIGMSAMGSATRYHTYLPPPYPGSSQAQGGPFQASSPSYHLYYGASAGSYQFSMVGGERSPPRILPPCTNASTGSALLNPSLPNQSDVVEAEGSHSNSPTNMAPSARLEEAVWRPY
# Target sequence (Q13951 whole entry, looked up): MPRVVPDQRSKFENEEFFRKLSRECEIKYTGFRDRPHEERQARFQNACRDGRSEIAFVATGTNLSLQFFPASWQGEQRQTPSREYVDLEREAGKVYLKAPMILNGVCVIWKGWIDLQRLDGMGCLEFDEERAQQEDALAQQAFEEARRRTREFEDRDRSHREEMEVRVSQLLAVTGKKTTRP
#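 Interaction loss through any mechanism counts as activity. Pre-formed complex of His-CBF-beta and biotin-RUNX1 (30 nM apiece) is incubated with compound 15 min, then with 50 ng nickel and 50 ng streptavidin beads for 90 min before AlphaScreen detection.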
# Lamin A splicing: modulators of lamin A splicing | 0.01% of 200,000 active | HeLa LMNA splicing GFP/RFP minigene ratio, 48 h | Potency, µM (highest dose often 46.1 µM), inactives show at the highest dose ratio change, negative = inhibition, hits mostly inhibitors; active = well fitted inhibition curve with a large enough effect in the signal ratio, with a control signal flat, not every such curve was filed as active; inconclusive = small, poorly fitted or top-dose-only effect, or effect the other way, or a change in a side signal; the % refers to the signal ratio; note: potency is the fitted concentration of half-maximal effect; % is set by controls: 0 for no effect and ±100 for the full control effect
#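 Read-out is the ratio of GFP to DsRed2 object intensity, acquired by 488 nm laser-scanning cytometry on HeLa lamin A-EGFP minigene reporter cells. Compound incubation 48 hrs at 37 °C in Opti-MEM with 2% FBS; DMSO 0.5% final.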
# Epigenetic derep: regulators of epigenetic silencing causing reporter derepression in mouse cells; murine LDR cells, GFP reporter derepression, 30 h; Potency, µM (highest dose often 53.9 µM), without a hit: at the top dose GFP activation, hits mostly activators; 0.2% of 280,000 active; note: potency is the fitted concentration of half-maximal effect; % of control where 0% means no effect; nearly all actives have a fitted effect of over 60% in size
#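 Derepression of a silenced CMV-GFP reporter in murine LDR cells is scored by enumerating GFP-positive cells with a laser-scanning microplate cytometer after 30 hours of treatment at 37 C.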
# Starred values were filed as active, the others as inactive; u = inconclusive; x = not tested or not shown; & = joins results of further samples; [ ] = dose if it differs, or a comment. Unless noted, calls come from the whole dose curve; as a rule, active = well fitted curve in the direction sought with a large enough effect; inconclusive = small, poorly fitted or top-dose-only effect, or another doubt; inactive = no such curve, though single readings can be large; an effect the other way counts as inactive or inconclusive.
# Order of values – Lamin A splicing	NPSR antag	GLA spleen mod	CBFb RUNX1 block	Epigenetic derep	KinaseGlo FLuc	IMPase Li inh
CC(C)[C@H](NC(=O)c1ccccc1)C(=O)OCC(=O)Nc1ccc2c(c1)OCCO2
→ -11.2%	6.2%	0.0%	-2.6%	-1.0%	2.4%	2.4%
CCNC(=O)c1ccc(N(C)S(=O)(=O)c2cccs2)cc1
→ x	7.7%	-3.9%	6.8%	-2.4%	x	-5.3%
Cc1ccc(C(=O)COc2cc(C)nc3nncn23)cc1
→ x	-3.4%	-0.6%	2.6%	-1.0%	x	x
CC(=O)c1ccc(NC(=O)C(C)N(C)CC(=O)Nc2cccc(F)c2)cc1 (configuration not stated)
→ 21.6%[46 µM]	-9.4%	-0.3%	3.2%	1.5%	3.4%	2.5%
CC(C)c1ccc(N(CC(=O)N/N=C/c2ccc(OC3CSC3)cc2)S(=O)(=O)c2ccccc2)cc1
→ -3.0%	-10.3%	-4.2%	5.4%	-0.1%	2.8%	-1.0%
O=C(O)Cn1nc(-c2ccc(F)cc2)oc1=O
→ 0.4%	0.5%[46.1 µM]	-1.4%	3.2%	-0.8%	1.1%	-12.7%[38.3 µM]
COc1cc(OC)c2c(-c3ccccc3)cc(=O)oc2c1C(CCN1CCN(c2ccccc2)CC1)c1ccc(N(C)C)cc1 (configuration not stated)
→ x	6.7%	2.3%&1.3%	x	1.5%	x	x
CCOC(=O)c1cnc2ccc(Cl)cc2c1NCCN(C)C
→ -12.5%	-26.1%[46.1 µM]	4.7%	7.3%	-3.0%	1.7%	3.2%
COc1ccc(OC(C)C(=O)Nc2ccccc2C(F)(F)F)cc1 (configuration not stated)
→ -10.5%	-8.0%	4.5%	2.4%	0.0%	-0.8%	-0.4%
COc1ccc(CNc2cc(-c3ccccc3Cl)ncn2)c(OC)c1
→ u	x	2.7%	x	x	x	20.1%
CC(C)COC(=O)n1c(SCC(=O)N(C)C)nc2ccccc21
→ 4.1%	-10.5%[46.1 µM]	2.8%	-3.2%	0.4%	-0.1%	-1.0%[38.3 µM]
CCOC(=O)C1C2C=CC3(CN(c4cccc(Cl)c4)C(=O)C13)O2 (configuration not stated)
→ 5.0%	4.3%[46.1 µM]	-0.2%	0.0%	1.7%	0.8%	-0.6%[38.3 µM]
COc1ccc(OC)c(Nc2nc(N)nc(CSc3nnc(N)s3)n2)c1
→ -3.1%	-3.7%[46.1 µM]	-12.1%	8.3%	6.0%	0.9%	4.3%
Cc1cc[n+](-c2nc([O-])sc2/C=N/Nc2ccc([N+](=O)[O-])cc2)cc1
→ -0.6%	-0.8%[46.1 µM]	1.3%	-6.2%	0.0%	-11.1%	30.3%[activator][38.3 µM]
O=C(Cn1nc(C(F)(F)F)c2c1CCC2)NCc1ccc(F)cc1
→ 11.3%	-18.9%[46.1 µM]	-19.1%	3.8%	5.1%	10.5%	8.4%[38.3 µM]
O=C(/C=C/c1ccccc1)c1ccccc1
→ u	-16.5%	-3.1%	-10.3%	u	-16.6%	1.6%
Fc1ccc(NC(=S)Nc2ccccc2OC(F)F)cc1Cl
→ u	-5.4%	-8.9%	5.5%	-1.0%	0.4%	-1.1%
Cn1c(SCc2nnc(-c3ccc(F)cc3)o2)nnc1C1COc2ccccc2O1 (configuration not stated)
→ 16.5%	-9.4%[46.1 µM]	-17.8%	-1.5%	-3.1%	0.1%	-2.4%[38.3 µM]
O=C(c1cnc2sccn2c1=O)N(Cc1ccccc1)c1ccccn1
→ -10.4%	-4.3%[46.1 µM]	-3.0%	-0.1%	0.1%	6.0%	18.2%[38.3 µM]
COc1ccc(C(=O)N2CCN(C(C)=O)CC2)cc1S(=O)(=O)NCc1ccc(Cl)cc1
→ -3.6%	-6.3%[46.1 µM]	1.0%	-0.6%	-0.1%	-0.5%	4.1%[38.3 µM]
CCCCN(c1ccccc1)S(=O)(=O)c1cccc2cccnc12
→ x	-10.7%	3.7%	u	1.2%	x	x
COc1ccc(C(=O)C2CCCN(Cc3cn(C)nc3-c3ccccc3)C2)cc1F (configuration not stated)
→ -18.8%[46 µM]	4.7%	-0.9%	7.6%	0.0%	4.3%	9.5%
COc1ccc(-c2nn(C)c(=O)c3ccccc23)cc1CNC(=O)c1ccco1
→ -20.3%	-29.6%[46.1 µM]	-4.4%	0.8%	1.0%	6.1%	24.7%
Cc1c(-n2c(-c3ccccc3Cl)n[nH]c2=S)c(=O)n(-c2ccccc2)n1C
→ u	4.9%	-3.2%	2.5%	-1.1%	-4.9%	0.8%
Cc1ccc(N(Cc2ccc(C(=O)Nc3c(C)n(C)n(-c4ccccc4)c3=O)cc2)S(C)(=O)=O)cc1C
→ -7.6%[46 µM]	10.8%	1.8%	14.6%	-0.6%	-1.6%	6.7%
C=CCn1c(SCC(=O)c2[nH]c(C)c(C(=O)OCC)c2C)nc2scc(-c3ccc(OC)cc3)c2c1=O
→ 1.6%	1.7%	4.0%	-0.1%	3.3%	0.0%	5.3%
CCCCOC(=O)Nc1ccc(C(=O)OC)cc1
→ 4.7%	-12.4%[46.1 µM]	9.0%	5.7%	0.8%	-2.6%	-0.9%[38.3 µM]
O=C(COc1ccccc1C(=O)Nc1ccccc1)NCCc1ccccc1
→ -15.9%[46 µM]	-34.2%	5.3%	11.0%	-0.8%	3.1%	-7.5%
COc1ccc(C(=O)Oc2ccc[nH]c2=O)cc1
→ x	-17.7%	-8.5%	8.4%	8.8%	x	x
COCCCNC(=O)c1cc(C(=O)Cc2ccccc2)c[nH]1
→ u	8.6%	6.9%	10.2%	0.0%	0.7%	-9.8%
c1ccc(-c2nn3c(C4CCCCC4)nnc3s2)nc1
→ 4.4%	-25.0%[46.1 µM]	-3.4%	8.4%	-0.8%	-5.7%	1.8%[38.3 µM]
CC(C)c1ccc(NC(=O)CCCN2C(=S)NC(C)(C)CC2C)cc1 (configuration not stated)
→ u	-14.3%	3.1%	18.6%	-1.9%	0.0%	32.8%[activator]
Cc1ccc(NC(=O)C2OCCc3ccccc32)cc1C (configuration not stated)
→ 24.5%[46 µM]	4.1%	-0.3%	7.6%	-1.2%	-0.6%	2.2%
CCCCNC(=O)Nc1nnc(-c2ccc(Cl)cc2)o1
→ 13.6%	-11.1%[46.1 µM]	1.9%	1.1%	-2.4%	-1.0%	1.3%[38.3 µM]
CC1=C(C(=O)Nc2ccc(Cl)cc2)C(c2ccncc2)C(C#N)=C(SCC(N)=O)N1 (configuration not stated)
→ 8.9%	-23.0%[46.1 µM]	8.2%	-6.0%	-0.7%	-1.5%	24.9%[38.3 µM]
Fc1ccc(-c2csc3nnc(SCc4cccnc4)n23)cc1
→ 6.1%	-10.6%[46.1 µM]	0.8%	1.7%	-0.8%	-3.0%	16.6%[38.3 µM]
CCC(Sc1nc2ccc(N)cc2s1)C(=O)Nc1nccs1 (configuration not stated)
→ 0.1%	-17.0%[46.1 µM]	-4.1%	-21.8%	-4.2%	-0.6%	56.4%[activator][38.3 µM]
COc1cc(C)ccc1OCCCOc1ccccc1Cl
→ 4.8%	-24.9%[46.1 µM]	-2.3%	19.1%	u	-4.1%	7.4%[38.3 µM]
CCOC(=O)C1CC(=O)c2cc(OC)c(OC)cc2C1 (configuration not stated)
→ x	-18.6%	4.0%	-1.7%	0.4%	x	x
Cc1csc(N(C(=O)c2ccccc2F)c2ccccc2)n1
→ 0.4%[46 µM]	-15.2%	-15.7%	0.6%	-0.2%	2.3%	4.7%
Cc1noc2ncnc(N3CCCCC3)c12
→ x	23.2%	2.3%	-1.8%	-7.7%	-1.4%	6.5%
N#Cc1ccc(-c2csc(NNC(=O)c3ccccc3)n2)cc1
→ u	-13.6%[46.1 µM]	4.7%	3.2%	0.0%	-0.3%	1.9%[38.3 µM]
COCCCNC(=O)CN(CCc1ccccc1)S(=O)(=O)c1ccc(C)cc1
→ x	-4.0%	-3.4%	-7.5%	-0.2%	x	23.3%
Cc1ccc(C)c(N2CCN(C(=O)CCc3nc4ccccc4[nH]3)CC2)c1
→ 0.5%	-9.7%	0.8%	7.8%[2.36 µM]	-1.9%	-1.2%	-2.5%
O=C(NCCCN1CCCCCC1)C1CC(=O)N(C2CCCC2)C1 (configuration not stated)
→ -4.0%	5.2%[46.1 µM]	-6.3%	u	-1.1%	-1.4%	25.0%[38.3 µM]
O=c1/c(=C/c2ccco2)sc2n1CN(c1ccccc1)CN=2
→ -3.2%	-8.6%[46.1 µM]	2.1%	-4.1%	-1.4%	20.8%	32.9%[activator][38.3 µM]
Nc1cc(C(=O)O)ccc1Nc1ccccc1
→ 30.4%	-15.8%[46.1 µM]	17.7%	-2.8%	1.8%	-1.9%	32.9%[38.3 µM]
Cc1cc(C)cc(OCC(=O)O/N=C(\N)Cc2ccc([N+](=O)[O-])cc2)c1
→ -7.4%[46 µM]	18.4%	-7.8%	-5.2%	1.0%	x	x
Cc1c(Cl)ccc2c1NC(=O)[C@]21N[C@@H](Cc2ccccc2)[C@H]2C(=O)N(c3ccc(F)cc3)C(=O)[C@H]21
→ -18.0%	u	10.1%	-5.8%	1.4%	-2.7%	23.8%[38.3 µM]
COc1ccc(C(=O)NC(=S)NCc2ccco2)cc1OC
→ -11.5%	-11.4%[46.1 µM]	4.6%	-4.3%	-1.2%	0.5%	9.5%
COc1ccccc1CN1CCC2(CC1)CCN(C(=O)c1ccco1)CC2
→ x	x	6.9%	x	x	-1.2%	21.8%
CC(=O)OCCSc1c(-c2ccccc2)c2cc(Cl)ccc2[nH]c1=O
→ 2.0%	-10.7%[46.1 µM]	3.8%	-4.8%	-2.0%	x	x
COc1ccc(OC)c(NC(=O)c2cc3c(=O)n4ccccc4nc3n2C)c1
→ x	9.8%	6.4%	1.8%	-2.2%	1.5%	-11.2%
CCOC(=O)c1c(-c2ccc(OC)cc2)nc2nonc2c1N
→ -11.6%	9.1%[46.1 µM]	-3.0%	7.2%	-1.0%	1.4%	-1.4%

# Results in Epigenetic derep and GLA spleen mod, for three of the compounds above:
Compound	Epigenetic derep	GLA spleen mod
c1ccc(-c2nn3c(C4CCCCC4)nnc3s2)nc1	-0.8%	-3.4%
COc1ccccc1CN1CCC2(CC1)CCN(C(=O)c1ccco1)CC2	x	6.9%
COc1ccc(OC)c(NC(=O)c2cc3c(=O)n4ccccc4nc3n2C)c1	-2.2%	6.4%

# The list is partial; the hit share may differ from the screen's.
